From PubChem
tim23-1 inh – inhibits growth of tim23-1 mutant yeast | S. cerevisiae tim23-1 growth, BacTiter-Glo luminescence, 24 h | inhibition, % at 20 µM | hit rate 1.3% among 330,000;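 active = growth inhibition of the mutant yeast at or above 50%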;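 note: temperature-sensitive mutant grown at 25 °C; plate controls were DMSO-treated mutant yeast for no effect and medium wells lacking yeast for full effect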
NR3A LBD binder – NR3A (human) ligand-binding domain modulation | AID 1259313 | hit rate 2.5% among 340,000 | Tm shift relative to glycine control, % at 25 µM | NR3A LBD differential scanning fluorimetry, Tm shift; 0% = protein alone, 100% = glycine-bound protein;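 active = melting temperature shift of at least 10% of the positive control shift, at one fixed dose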
NLRP3 yeast inh – blocks the NALP3 inflammasome reconstituted in yeast. Yeast reconstituted NLRP3/ASC/caspase-1, beta-gal luminescence, 24 h. hit rate 0.39% among 330,000. inhibition, % at 10 µM. AID 2825;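 active = inhibition of 50% or more; inactive = inhibition below 50%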;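 note: plate controls were induced DMSO wells for no effect and uninduced yeast grown without galactose for full effect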
tim10-1 inh – inhibits growth of tim10-1 mutant yeast | S. cerevisiae tim10-1 ts strain growth, BacTiter-Glo, 24 h | inhibition, % at 20 µM | hit rate 2.2% among 330,000 | AID 463190;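 active = inhibition of at least 40%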;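 note: mutant grown at 25 °C; 0% = DMSO wells with yeast and 100% = wells holding no yeast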
TIM10 inh – TIM10 yeast growth inhibition; hit rate 1.4% among 330,000; AID 463195; S. cerevisiae TIM10 strain growth, BacTiter-Glo luminescence, 24 h; inhibition, % at 10 µM;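 active = inhibition of 40% or more at the single tested concentration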;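 note: wild-type TIM10 isogenic control strain grown at permissive 25 °C; 0% = DMSO yeast wells and 100% = minimal medium wells without yeast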
APJ ag – APJ receptor agonism; AID 2520; activation, % at 20 µM; CHO-K1 APJ PathHunter beta-arrestin, luminescence; 0% DMSO wells, 100% apelin; hit rate 0.11% among 330,000;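 active = activation more than six SD over the plate average, tested at 20 µM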;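 note: 0% = DMSO alone and 100% = apelin-13 at 10 nM; some results filed as inactive read as strong as hits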
Target sequence (P35414 whole entry, looked up): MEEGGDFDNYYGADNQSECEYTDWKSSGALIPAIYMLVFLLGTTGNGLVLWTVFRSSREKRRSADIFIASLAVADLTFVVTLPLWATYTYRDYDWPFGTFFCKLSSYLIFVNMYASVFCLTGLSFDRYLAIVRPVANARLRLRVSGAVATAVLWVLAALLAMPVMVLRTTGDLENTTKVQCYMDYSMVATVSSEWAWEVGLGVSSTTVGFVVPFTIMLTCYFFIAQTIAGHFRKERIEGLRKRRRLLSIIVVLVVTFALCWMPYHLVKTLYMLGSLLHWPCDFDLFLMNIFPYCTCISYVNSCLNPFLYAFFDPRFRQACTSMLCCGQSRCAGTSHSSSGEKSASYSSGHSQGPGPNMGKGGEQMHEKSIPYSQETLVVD
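Assay system – PathHunter CHO-K1 APJ (AGTRL-1) beta-arrestin reporter cells · Compound – one dose, 20 µM compound, 1% DMSO · Timing – compound 90 min 25 °C, reagent 1 h · Measured by – luminescence from split beta-galactosidase complementation, Galacton Star/Emerald II substrate · Measure – beta-arrestin recruitment to APJ as agonist activity, luminescent signal · Benchmarks – DMSO vs Apelin-13 10 nM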
MPTP inh – inhibitors of mitochondrial permeability transition pore; isolated mouse mitochondria, Ca2+ swelling absorbance, 30 min; inhibition, % at 10 µM; hit rate 1.4% among 360,000; AID 602449;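 active = inhibition of 50% or more, scaled per plate between neutral and stimulator controls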;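 note: 0% = DMSO wells given calcium and 100% = 1 mM EGTA wells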
APJ antagonist – antagonists of human APJ apelin receptor. P35414. hit rate 0.32% among 330,000. CHO-K1 APJ beta-arrestin complementation, luminescence. inhibition, % at 20 µM;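 active = inhibition above about 40% at 20 µM, limit read from the data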;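 note: cells challenged with 10 nM apelin-13 agonist together with compound; plate controls were apelin-13 plus DMSO wells for no effect and DMSO wells lacking apelin-13 for full effect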
beta cell repl – inducers of beta-cell replication in MIN6 cells | proliferation, % at 10 µM | hit rate 0.29% among 330,000 | AID 2380 | MIN6 cells proliferation, ATPlite luminescence, 48 h; cells starved in 0.2% serum; 100% = growth in 10% serum;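 active = compounds whose signal lies at least 3.5 SD above the mean of all wells on their plate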;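 note: 0% = DMSO-treated cells in low-serum medium and 100% = 10% serum control; some compounds called inactive have numbers as strong as hits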
An asterisk follows results filed as active.

The first two records, ahead of the listing:
[1] COC(=O)c1nonc1NCn1nnc2ccccc21
[2] Cn1ccsc1=NC(=O)c1cccc(C#N)c1
screen / no.	1	2
tim23-1 inh	12	6
NR3A LBD binder	0	-2
NLRP3 yeast inh	11	15
tim10-1 inh	17	13
TIM10 inh	-9	-1
APJ ag	-4	-3
MPTP inh	-1.4	-3.4
APJ antagonist	-23	0
beta cell repl	1	-2

The list itself, repeating the preview:
[1] COC(=O)c1nonc1NCn1nnc2ccccc21
[2] Cn1ccsc1=NC(=O)c1cccc(C#N)c1
[3] CC(=O)C1=C(C)OC(N)=C(C#N)C1c1ccncc1 (stereo unspecified)
[4] N#C/C(=C\c1ccc(-c2ccccc2C(=O)O)o1)c1nc2ccccc2[nH]1
[5] CC(C)(C)C1CCC(OC(=O)C[N+]2(C)CCCCC2)CC1 (stereo unspecified)
screen / no.	1	2	3	4	5
tim23-1 inh	12	6	5	24	-3
NR3A LBD binder	0	-2	11*	-16	2
NLRP3 yeast inh	11	15	-1	14	20
tim10-1 inh	17	13	-11	18	-6
TIM10 inh	-9	-1	5	10	1
APJ ag	-4	-3	-2	-3	-2
MPTP inh	-1.4	-3.4	-0.4	0.7	0.2
APJ antagonist	-23	0	-24	12	4
beta cell repl	1	-2	0	-2	-3

[6] COc1ccccc1OCC(=O)Nc1sc2c(c1C(N)=O)CCC2
[7] CC(C)CCNC(=O)c1ccc(OC2CCN(S(=O)(=O)N(C)C)CC2)cc1
[8] CCOc1ccc(Br)cc1S(=O)(=O)Nc1ccc(C(=O)OCC(=O)Nc2ccc(C#N)cc2)cc1
[9] COc1cc(NC(=O)c2cnn3c(C(F)F)cc(C4CC4)nc23)c(OC)cc1Cl
[10] CCC(NS(=O)(=O)c1ccc(OC)cc1)C(=O)NCCc1ccccc1 (stereo unspecified)
screen / no.	6	7	8	9	10
tim23-1 inh	16	-3	20	-10	23
NR3A LBD binder	-1	2	14*	0	2
NLRP3 yeast inh	30	8	-3	-6	19
tim10-1 inh	2	-29	1	-7	4
TIM10 inh	18	-18	-7	-12	9
APJ ag	0	-3	-2	-3	0
MPTP inh	0.1	-2.6	8.6	1.3	-0.2
APJ antagonist	-5	12	7	11	9
beta cell repl	-2	-3	-4	-2	-4

3 entries out of the list, arranged by SMILES length, rising.
[6] COc1ccccc1OCC(=O)Nc1sc2c(c1C(N)=O)CCC2
[10] CCC(NS(=O)(=O)c1ccc(OC)cc1)C(=O)NCCc1ccccc1 (stereo unspecified)
[7] CC(C)CCNC(=O)c1ccc(OC2CCN(S(=O)(=O)N(C)C)CC2)cc1
screen / no.	6	10	7
tim23-1 inh	16	23	-3
NR3A LBD binder	-1	2	2
NLRP3 yeast inh	30	19	8
tim10-1 inh	2	4	-29
TIM10 inh	18	9	-18
APJ ag	0	0	-3
MPTP inh	0.1	-0.2	-2.6
APJ antagonist	-5	9	12
beta cell repl	-2	-4	-3

Additional entries:
[11] NC(=O)C(CCC(=O)c1ccc(Br)cc1)S(=O)(=O)c1ccccc1 (stereo unspecified)
[12] CC(=O)Nc1ccc2nc(CN3CCN(CC(C)C)C(CCO)C3)ccc2c1 (stereo unspecified)
[13] Cc1cccc(NS(=O)(=O)c2cc(C(=O)OCC(=O)Nc3cc(C)on3)ccc2C)c1
[14] O=C(c1ccc2c(c1)OCO2)N1CCN(S(=O)(=O)N2CCCCC2)CC1
[15] O=C(N/N=C/C(Cl)=C/c1ccccc1)c1cnccn1
screen / no.	11	12	13	14	15
tim23-1 inh	4	1	16	14	9
NR3A LBD binder	0	-1	-13	1	2
NLRP3 yeast inh	2	-4	8	8	20
tim10-1 inh	3	5	7	14	-13
TIM10 inh	1	-10	-3	-13	15
APJ ag	-3	-1	2	-3	5
MPTP inh	-1.1	1.1	0.3	-0.3	2.6
APJ antagonist	0	-6	18	1	1
beta cell repl	1	-5	-3	0	0

[16] COc1ccc(-c2c([C@H]3[C@@H]4C=CCC[C@@]4(C)C(=O)N3Cc3ccccc3)ccc3ccccc23)cc1OC
[17] COC(=O)c1ccccc1NC(=O)CC#N
[18] c1ccc(CNc2nnnn2-c2ccccc2)cc1
[19] CCn1ccc(-c2ccccc2)c(C#N)c1=O
[20] Cc1ccc2nc3c(cc(C(=O)NCCc4ccccc4)c(=N)n3CCCN3CCOCC3)c(=O)n2c1
screen / no.	16	17	18	19	20
tim23-1 inh	35	-5	19	11	-19
NR3A LBD binder	-1	0	0	-1	-3
NLRP3 yeast inh	-1	14	2	28	8
tim10-1 inh	29	12	8	-9	-14
TIM10 inh	19	9	-2	-9	-13
APJ ag	-3	-4	-3	-2	1
MPTP inh	-2.6	-1.7	1.5	-0.5	0.1
APJ antagonist	16	15	-5	-8	4
beta cell repl	-9	-1	-2	-2	-3

[21] O=C(c1ccc([N+](=O)[O-])cc1)N1CCCC1
[22] C=CCNS(=O)(=O)c1ccc2c(c1)n(C)c(=O)n2C
[23] COc1cc2c(cc1OC)C(c1ccc(Br)cc1)CC(=O)N2 (stereo unspecified)
[24] Cc1oc(-c2ccc(Cl)cc2)nc1CN1CCCC(C(=O)NCCCN2CCCC2=O)C1 (stereo unspecified)
[25] CCOC(=O)N1CCN(S(=O)(=O)N2CCCC(C(=O)NCCc3ccc(OC)c(OC)c3)C2)CC1 (stereo unspecified)
screen / no.	21	22	23	24	25
tim23-1 inh	0	14	20	-7	2
NR3A LBD binder	0	0	-2	0	-2
NLRP3 yeast inh	-9	15	10	21	17
tim10-1 inh	-15	-3	13	-5	-10
TIM10 inh	-11	-6	-2	6	-3
APJ ag	-4	0	-3	0	-1
MPTP inh	0.6	0.2	0.5	-3.8	-0.1
APJ antagonist	-19	-10	2	4	4
beta cell repl	-2	2	0	-2	-1

[26] COc1cccc(C(=O)Nc2ccc(NC(=O)C3CC3)cn2)c1
[27] CCNc1nc(NCC)n2c(SCC(=O)Nc3ccc(NC(C)=O)cc3)nnc2n1
[28] COc1ccc(OC)c(/C=N/c2c(-c3ccc(O)c(OC)c3)nc3ccccn23)c1
[29] CCCCOc1ccc(NC2=NC3(CCCCC3)N=C(N)N2)cc1
[30] COc1ccc(C2NC(=O)c3sc4nc(C)c(C(C)=O)c(-c5ccc(Cl)cc5)c4c3N2)cc1 (stereo unspecified)
screen / no.	26	27	28	29	30
tim23-1 inh	24	5	20	-12	8
NR3A LBD binder	-12	-1	-1	1	0
NLRP3 yeast inh	1	5	-4	-2	3
tim10-1 inh	21	2	20	-11	15
TIM10 inh	20	-5	4	0	13
APJ ag	-7	2	1	0	-1
MPTP inh	0.8	-1.0	1.4	2.2	1.5
APJ antagonist	7	-16	9	0	21
beta cell repl	-2	0	-3	-2	-3

Record cards, as listed above. Order of screens: tim23-1 inh	NR3A LBD binder	NLRP3 yeast inh	tim10-1 inh	TIM10 inh	APJ ag	MPTP inh	APJ antagonist	beta cell repl
COc1ccc(OC)c(/C=N/c2c(-c3ccc(O)c(OC)c3)nc3ccccn23)c1 is entered as 20	-1	-4	20	4	1	1.4	9	-3
COc1cccc(C(=O)Nc2ccc(NC(=O)C3CC3)cn2)c1 is entered as 24	-12	1	21	20	-7	0.8	7	-2
CCNc1nc(NCC)n2c(SCC(=O)Nc3ccc(NC(C)=O)cc3)nnc2n1 is entered as 5	-1	5	2	-5	2	-1.0	-16	0

Continuation:
[31] CC(C)(C)c1ccc(OCCC(=O)NCC(c2cccs2)N2CCOCC2)cc1 (stereo unspecified)
[32] CCN(CC(=O)Nc1ccc(NC(C)=O)cc1)C(=O)Cc1coc2cc(C)c(C)cc12
[33] O=C(Nc1ccc(F)cc1)c1cnc(-c2ccccc2)nc1-c1ccccc1
[34] COc1ccc(C2=CC3=C(Br)C(=O)C(C)(OC(=O)C4CCCC4)C(=O)C3=CO2)cc1 (stereo unspecified)
[35] Cn1c(SCC(=O)NCc2ccco2)nnc1C1CCCC1
screen / no.	31	32	33	34	35
tim23-1 inh	18	0	1	18	2
NR3A LBD binder	3	-2	-3	-3	2
NLRP3 yeast inh	13	18	9	6	2
tim10-1 inh	4	-5	25	18	-2
TIM10 inh	16	1	-4	12	-7
APJ ag	2	-3	-2	0	-5
MPTP inh	1.5	-0.3	27	5.7	-0.1
APJ antagonist	-37	5	-9	-19	21
beta cell repl	1	-2	-3	-1	-1

[36] CCN1C=C(Cc2ccc(OC)cc2)C2=C(C1)C(c1ccc(OC)cc1)C(C#N)=C(N)O2 (stereo unspecified)
[37] CN(C)/C=N/c1sc2c(c1C#N)CCCC2
[38] CCOc1ccc(C2C(C(=O)c3ccco3)=C(O)C(=O)N2Cc2cccnc2)cc1 (stereo unspecified)
[39] CN(C)c1ccc(C(=O)OCC(=O)Nc2cccc(S(=O)(=O)N3CCCC3)c2)cc1
[40] O=C(CCSc1ccc(Cl)cc1)c1cccs1
screen / no.	36	37	38	39	40
tim23-1 inh	2	28	6	6	-1
NR3A LBD binder	-3	-5	2	-7	6
NLRP3 yeast inh	8	32	-8	-4	-18
tim10-1 inh	-11	23	12	-10	8
TIM10 inh	-8	-11	4	1	-4
APJ ag	-3	-1	-4	-2	-3
MPTP inh	2.7	-0.7	1.8	1.1	-1.9
APJ antagonist	21	1	-7	0	6
beta cell repl	-3	1	-2	-1	-5

[41] O=C(Cc1ccc(Cl)cc1)Nc1ccc(Br)cc1
[42] O=S(=O)(CCc1nc2ccccc2[nH]1)c1ccc(Cl)cc1
[43] NC(=O)c1oc2ccccc2c1NC(=O)C1COc2ccccc2O1 (stereo unspecified)
[44] CC1CCCC(NC(=O)CCC(=O)c2ccc(F)cc2)C1C (stereo unspecified)
[45] CC(=O)NC(CC(=O)NC12CC3CC(CC(C3)C1)C2)c1ccccc1 (stereo unspecified)
screen / no.	41	42	43	44	45
tim23-1 inh	14	17	-11	19	0
NR3A LBD binder	-3	0	-1	0	-5
NLRP3 yeast inh	31	-8	6	6	-3
tim10-1 inh	-25	1	11	9	16
TIM10 inh	-1	9	-18	-1	12
APJ ag	-4	-2	0	-4	-4
MPTP inh	8.3	-0.1	-1.5	0.8	0.9
APJ antagonist	-1	4	-10	11	1
beta cell repl	-4	0	0	-1	-2

[46] O=[N+]([O-])c1nn(-c2ccc3c(c2)OCCO3)n(O)c1=NCc1ccc(F)cc1Cl
[47] CCCCCCC(=O)c1c(C)[nH]c(C(=O)OCC)c1C
[48] NC(=O)COC(=O)[C@@H]1CC(O)CN1S(=O)(=O)c1ccc2c(c1)OCCO2 (stereo partly specified)
[49] Cc1ccc2nc(-c3ccc(NC(=O)CSc4nccc(=O)[nH]4)cc3)sc2c1
screen / no.	46	47	48	49
tim23-1 inh	-10	27	0	21
NR3A LBD binder	1	-14	0	-1
NLRP3 yeast inh	31	22	2	7
tim10-1 inh	-7	40*	-7	6
TIM10 inh	-5	9	-30	6
APJ ag	-2	-2	-7	0
MPTP inh	-1.4	11	-0.6	20
APJ antagonist	-16	-5	-12	-4
beta cell repl	-3	-2	-3	-5
